Screening results: PubChem BioAssay, School of Medicine, Indiana University
FECH inh – human FECH heme synthesis enzyme inhibition; purified FECH, Ni-mesoporphyrin absorbance 550 nm; calls only at 10 µM (by protocol); 3.3% of 20,000 active;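 active means enzyme reaction rate more than 3 SD below the solvent-only control wells on the same plate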;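 further: lower slope than DMSO wells means FECH inhibition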
Target sequence (P22830 whole entry, looked up): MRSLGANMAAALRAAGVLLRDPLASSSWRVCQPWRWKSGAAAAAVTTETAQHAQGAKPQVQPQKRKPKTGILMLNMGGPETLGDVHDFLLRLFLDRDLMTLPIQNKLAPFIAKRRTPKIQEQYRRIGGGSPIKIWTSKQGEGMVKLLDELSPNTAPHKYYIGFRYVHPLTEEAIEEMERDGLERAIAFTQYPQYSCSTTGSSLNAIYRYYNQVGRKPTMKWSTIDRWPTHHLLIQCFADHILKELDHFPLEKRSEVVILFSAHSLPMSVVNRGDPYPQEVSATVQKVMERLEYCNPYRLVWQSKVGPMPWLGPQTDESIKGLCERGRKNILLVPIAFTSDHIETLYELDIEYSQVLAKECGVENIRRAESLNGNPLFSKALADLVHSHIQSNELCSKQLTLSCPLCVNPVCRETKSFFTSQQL
Calls only; i = inactive; + = active, no number. An excerpt; count on the stated rates, not on these rows.

FECH inh	molecule
i	Cc1ccc(NC(=O)Cn2nc(N3CCN(c4ccc(F)cc4)CC3)ccc2=O)cc1F
i	CCN(C/C=C/c1ccccc1)C(=O)c1cccc2cnccc12
i	CC(C)(O)C#Cc1ccc(C2CC(=O)Nc3c2cnn3CC2CC2)cc1 (stereo not given)
i	Cc1ccc(NC(=O)c2cccc(Cl)c2)cc1OCc1cc(=O)n2cccc(C)c2n1
i	Cc1cccc(C(=O)N2CCC(N3CCCC(C(=O)N4CCCC4)C3)CC2)n1 (stereo not given)
i	CCN(CCc1nc2ccc(C)cc2[nH]1)C(=O)c1cn[nH]n1
i	Cc1sc2ncnc(NCCS(=O)(=O)N3CCCC3)c2c1C
i	CC(C)NC(=O)c1ccccc1NC(=O)CN1c2ccc(C(C)C)cc2-c2ccccc2S1(=O)=O
i	COc1ccccc1CNC(=O)c1[nH]cnc1C(=O)NCC1CC1
+	O=C(NC1CCCCC1)c1nc[nH]c1C(=O)NCc1cccc(C(F)(F)F)c1
i	CCn1nc(C(=O)N2CCNCC2C(=O)NC2CC2)cc1C (stereo not given)
i	CCc1[nH]c2c(CNC(=O)Cn3ccc(=O)c4ccccc43)cc(C)cc2c1C
i	Cc1cccc(NCc2cc(=O)n3[nH]c(-c4ccc(C(C)(C)C)cc4)nc3n2)c1
i	Cc1ccc(NC(=O)NCCc2nc3cccnc3n2-c2ccccc2)c(Cl)c1
i	CC(CCc1ccccc1)NC(=O)CSc1nc(-c2ccc3c(c2)OCO3)nc2cc(=O)[nH]n12 (stereo not given)
i	Cc1cc(NC(=O)COc2ccccc2)n(-c2ncnc3c2cnn3-c2ccc(Cl)cc2)n1
i	Cc1ccc(Nc2cc(C)nc(Nc3ccc(NC(=O)CCC4CCCC4)cc3)n2)cc1
i	CC(C)Cn1nc(C(=O)O)c2c1CCC(NCc1cccc3[nH]ccc13)C2 (stereo not given)
i	CCOc1ccc(S(=O)(=O)N2CCC(n3c(COC)nc4cccnc43)CC2)cc1
i	CCN(CCO)c1nc(Nc2ccc(Cl)cc2)c2cnn(-c3ccccc3)c2n1
i	COc1ccc(OC)c(NC(=O)C2CCN(c3ccc(-c4cccs4)nn3)CC2)c1
i	Cc1cc(C)c(S(=O)(=O)N2CCC(n3cnc4cccnc43)CC2)cc1C
i	O=C1NC(Cc2ccccc2)(C2CCNCC2)C(=O)N1Cc1nccs1 (stereo not given)
i	O=C1NCC(=O)N2CCN(Cc3coc4ccccc4c3=O)CC12 (stereo not given)
i	Cc1cnc(C)c(-c2cccc(C(C)N3CCCC3)c2)n1 (stereo not given)
i	O=C1CN(Cc2cccc(C(F)(F)F)c2)S(=O)(=O)c2ccccc2N1Cc1ccc(Cl)cc1
i	Cc1c[nH]c(CNC(=O)C2CCCN2C(=O)C2CCCCC2)c(C)c1=O (stereo not given)
i	CCOC(=O)C1CCN(c2ncc(NS(=O)(=O)c3ccccc3)cc2C(=O)O)CC1
i	CO[C@H](C(=O)NC1CCN(Cc2cccc(O)c2)CC1)c1ccccc1
i	CC(=O)c1ccc(S(=O)(=O)NCc2nc3cccnc3n2CC(C)C)cc1

Carrying on:
FECH inh	molecule
i	O=C(CCC(=O)N1CCCCC1c1cccnc1)NC1CCCCCCC1 (stereo not given)
i	CCn1c(C2CCN(Cc3nccn3CCOC)CC2)n[nH]c1=O
i	Cc1cc(C)cc(-n2c(CN3CCNCC3)nc3cccnc32)c1
i	CCOCC1CCN(C(=O)[C@H](O)C2CCCCC2)CC1
i	CCCc1cc(Sc2ccc(NC(=O)CC)cc2)n2ncnc2n1
i	Cc1ccccc1-c1ncc(C2CC(=O)Nc3c2c(C2CC2)nn3C)s1 (stereo not given)
i	CN1CCC2(CC1)CN(C(=O)CCN(C)S(C)(=O)=O)CCCN2C
i	CN(C)c1nc2ncnc(SCC(=O)Nc3ccc(Cl)cc3)c2s1
i	O=C(CN1C(=O)C2CCCCN2C(=O)c2ccccc21)NCc1ccc(F)cc1 (stereo not given)
i	CCOc1ccc(-c2nc(CSc3nc(C)c(CCO)c(=O)[nH]3)c(C)o2)cc1
i	CCn1cc(CN(Cc2c(C)nn(C)c2Cl)CC(C)C)cn1
i	CCC(=O)Nc1ccccc1-c1nnc(SCC(=O)Nc2ccccc2C)[nH]c1=O
i	CC(C)n1c(CNS(=O)(=O)c2ccc(F)cc2)nc2cccnc21
i	COCCN(Cc1cccs1)C(=O)c1c(C)nc2ncccn12
i	CCc1[nH]c2ccc(CNC(=O)c3ccn4nnnc4c3)cc2c1C
i	O=C1[C@@H]2C[C@H](O)CCN2C(=O)CN1CCCN1CCOCC1
i	COc1cc(NC(=O)N2CCN(c3cc(-c4ccccc4C)ncn3)CC2)cc(OC)c1
i	Cc1ccccc1CC1(CO)CCCN(c2cc(C(=O)NC3CC3)ccn2)C1 (stereo not given)
i	O=C(NCCc1nnc2n1CCNCC2)c1cc2ccccc2[nH]1
i	Cc1cc(Nc2ccccc2)nc(N2CCN(S(=O)(=O)c3ccc4c(c3)Cc3ccccc3-4)CC2)n1
i	CCCC(=O)Nc1cc(C)ccc1OCc1cc(=O)n2oc(C)cc2n1
i	Cc1cccc(NC(=O)CN2CCCN(Cc3cccc(F)c3)S2(=O)=O)c1
i	FCCCN1CCc2onc(-c3ccc(-c4ccccc4)cc3)c2C1
i	Cc1ccc(-c2noc(C3CCN(C(=O)C(C)NC(=O)c4ccco4)CC3)n2)cc1 (stereo not given)
i	Cc1ccc(NC(=O)C2CCCC2)c(-n2cnnc2)c1
i	O=S(=O)(NCc1nc2cccnc2n1C1CC1)c1ccc(F)cc1
i	CC(C)c1nc(C2Cc3ccccc3O2)n(-c2ccccn2)n1 (stereo not given)
i	CCCCNc1nc(Nc2cccc(F)c2)c2cnn(-c3ccccc3)c2n1
i	Cc1cccn2c(CNC(=O)c3ccc(-c4ncn[nH]4)cc3)cnc12
i	CCC/C=C/c1ccc2nc(C(C)O)[nH]c2c1 (stereo not given)

Later entries:
FECH inh	molecule
i	O=C(NCCOCCO)C(=O)NCc1n[nH]c(=O)c2ccccc12
i	CN(C)C(C(=O)N1CCc2c(nc[nH]c2=O)C1)c1ccc2c(c1)OCO2 (stereo not given)
i	Cc1cc(N2CCCC2)nc(Nc2ccc(NC(=O)c3cccs3)cc2)n1
i	CCN(c1ccccc1)S(=O)(=O)c1cc(N2C(=O)CCS2(=O)=O)ccc1OC
i	Cn1c(=O)n(CCOc2ccccc2)c(=O)c2cnc(-c3ccc(Cl)cc3)nc21
i	CSCC[C@H](N)C(=O)Nc1cccc(C(=O)Nc2c(C)cccc2C)c1
i	O=C(c1csc(S(=O)(=O)N2CCN(c3cccc(Cl)c3)CC2)c1)N1CCCC1
i	O=C1NCCN(S(=O)(=O)NCc2ccccc2)C1Cc1ccccc1 (stereo not given)
i	CCC(CO)N(Cc1ccsc1)C(=O)c1ccc2cc[nH]c2c1 (stereo not given)
i	Cc1cc(NC(=O)CCCc2ccccc2)n(-c2ncnc3c2cnn3-c2ccc(Cl)cc2)n1
i	Cc1[nH]cnc1CN(C)C(C)C(=O)N(C)C (stereo not given)
i	COC(C)(C)CC(C)NCc1ccc2nonc2c1 (stereo not given)
i	COc1cccc(N2CC(NC(=O)CCc3ccccc3)CC2=O)c1 (stereo not given)
i	CC(=O)NC(C)c1ccc(-c2ccn[nH]2)cc1 (stereo not given)
i	Cc1ccc(Cn2c(CNC(=O)c3cccs3)nc3cccnc32)cc1
+	CCOc1ccc(CC(=O)Nc2cc(C)nn2-c2ncnc3c2cnn3-c2ccc(Cl)cc2)cc1
i	O=C1OCCN1CCNCC1(O)CCCN(Cc2ccc(F)c(F)c2)C1=O (stereo not given)
i	Cc1ccccc1CCC1CCCN(CCO)C1 (stereo not given)
i	Cc1nn(C)c(Cl)c1S(=O)(=O)N1CC[C@@H]2CC[C@H](C1)N2C
i	Cc1cccc2[nH]c(CCN(C)Cc3cccc4c3OCO4)nc12
i	CC(NC(=O)c1ccc(CN2C(=O)CCn3nc(-c4ccccc4)cc32)cc1)C(=O)N1CCCCC1 (stereo not given)
i	CNC(=O)C1CCC(Cn2c(=O)c3sccc3n(CC(=O)Nc3ccccc3OC)c2=O)CC1 (stereo not given)
i	CNS(=O)(=O)CCNCC1(O)CCCN(Cc2cccc(C)c2)C1=O (stereo not given)
i	Cc1ccc(NC(=O)CC(=O)N2CCN3C(=O)CNC(=O)C3C2)c(C)c1 (stereo not given)
i	Cc1ccnc(NC(=O)C2CCN(S(=O)(=O)c3cc4c(cc3C)NC(=O)CO4)CC2)c1
i	Cc1ccc(Nc2cc(C)nc(N3CCN(S(=O)(=O)c4cc(C)c(C)cc4C)CC3)n2)cc1
i	CCc1ccc(NC(=O)Nc2ccc(Sc3c(C)c(C)nc4ncnn34)cc2)cc1
i	COc1ccc(N2C(=O)CCS2(=O)=O)cc1S(=O)(=O)Nc1c(C)cccc1C(C)C
i	Cc1[nH]c(=O)[nH]c(=O)c1-c1ccc(-c2ccn[nH]2)cc1
i	Cc1cncc(NC(=O)c2cccc(CN3CCCC3c3ccccn3)c2)c1 (stereo not given)

New compounds follow.
FECH inh	molecule
i	CC(C)(C)c1nnc(NC(=O)NCc2cccnc2)s1
i	CCC(c1ccncc1)n1ccnc1-c1nc[nH]c1C (stereo not given)
i	CCCn1ncc(C(=O)N(C)Cc2nc3ccsc3c(=O)[nH]2)c1C
i	CCOc1ccc(CCNC(=O)C2CCN(c3ncnc4c3nc3n4CCCCC3)CC2)cc1
i	CCC(CC)C(=O)Nc1cc(C)nn1-c1ncnc2c1cnn2-c1ccc(F)cc1
i	Cc1cccc(C(=O)Nc2cccc(NC(=O)C3COCCO3)c2)c1 (stereo not given)
i	Cc1ccc(-c2csc(C(N)=O)c2)c(-n2cccn2)c1
i	CN1CCCC2(CC1)CCN(S(=O)(=O)c1ccccc1F)CC2
i	Cc1ccc(-c2c(-c3ccccc3)ncn2CCN2CCCC2=O)c(F)c1
i	CCc1nc(N2CC[C@@H](N3CCC(O)CC3)[C@H](O)C2)ncc1C
i	Cn1c(-c2ccc(-c3nccn3CCc3cnc[nH]3)o2)nc2ccccc21
i	Cn1nc(C(F)(F)F)c2cc(C(=O)N3CCCC(c4ccn[nH]4)C3)sc21 (stereo not given)
i	NC1(C(=O)O)CCN(Cc2ccc(-c3ccn[nH]3)s2)C1 (stereo not given)
i	CCn1c(=O)n(CCOc2ccc(F)cc2)c(=O)c2cnc(-c3ccc(OC)cc3)nc21
i	Cc1cccc(N(Cc2nc3nc(C)cc(C)n3n2)C(=O)Cc2ccccc2)c1
i	Cc1cc(NC(=O)CNCc2noc(C3CCCO3)n2)ccc1Cl (stereo not given)
i	Cc1cc(C)n2nc(CN(C(=O)Cc3ccccc3)c3ccc(F)cc3)nc2n1
i	COc1ccc(Cl)cc1Nc1nc(SC)nc(-c2ccc(C)cc2)c1C#N
i	CCN(C/C=C/c1ccccc1)C(=O)c1ccc(C#CC(C)(C)O)o1
i	CCc1cc(N2CCC(O)(c3ccccn3)CC2)nc(N2CCOCC2)n1
i	O=C(O)c1ccccc1CN1CCCC(Cn2ccnc2)C1 (stereo not given)
i	Cc1cc(Nc2ccc(OC(=O)CCc3ccccc3)cc2)n2nc(-c3cccnc3)nc2n1
i	COc1cccc(-c2noc3c2CN(CCCc2cccnc2)CC3)c1
i	CC(=O)NCc1nnc2n1CCN(c1ncnc3c1CCC3)CC2
i	Cc1ccsc1CN(Cc1nc(-c2ccco2)no1)C1CC1
i	OCC1(Cc2ccccc2C(F)(F)F)CCN(c2ccc(Cl)cn2)CC1
i	CC(C)Cc1cc(CNC2CCCCCC2)no1
i	COCC1(C(=O)N(Cc2nccn2C)C2CC2)CCC1
i	CCCc1nc(C(=O)N(C)Cc2n[nH]c3c2CCC3)cs1
i	CC1(C)[C@]2(C(=O)NCc3cc(-c4ccco4)on3)CC[C@@]1(C)OC2=O

(further entries)
FECH inh	molecule
i	CCOC(=O)c1cc2n(n1)CC(C)(C(=O)NCCC(C)C)N(Cc1ccc(CC)cc1)C2=O (stereo not given)
i	Cc1[nH]c(C)c(S(=O)(=O)NCCc2ccc(S(N)(=O)=O)cc2)c1C(=O)N1CCCC1
i	COc1ccc(OC)c(S(=O)(=O)N2CCN(c3cc(-c4ccccc4C)ncn3)CC2)c1
i	CCOC(=O)N1CCC(N2[C@@H]3CC[C@H]2CNC(=O)C3)CC1
i	O=C1N(Cc2cc(F)cc(F)c2)c2ccccc2S(=O)(=O)N1c1cc(F)ccc1F
i	Cc1cc(N2[C@@H]3CC[C@H]2CC(O)C3)nc(N2CCOCC2)n1 (stereo not given in full)
i	CCSc1nc(CC(=O)NCC2CCS(=O)(=O)C2)cs1 (stereo not given)

Grouped by structure: those above containing a Cl atom (15)
FECH inh	molecule
i	Cc1ccc(NC(=O)c2cccc(Cl)c2)cc1OCc1cc(=O)n2cccc(C)c2n1
i	Cc1ccc(NC(=O)NCCc2nc3cccnc3n2-c2ccccc2)c(Cl)c1
i	Cc1cc(NC(=O)COc2ccccc2)n(-c2ncnc3c2cnn3-c2ccc(Cl)cc2)n1
i	CCN(CCO)c1nc(Nc2ccc(Cl)cc2)c2cnn(-c3ccccc3)c2n1
i	O=C1CN(Cc2cccc(C(F)(F)F)c2)S(=O)(=O)c2ccccc2N1Cc1ccc(Cl)cc1
i	CN(C)c1nc2ncnc(SCC(=O)Nc3ccc(Cl)cc3)c2s1
i	CCn1cc(CN(Cc2c(C)nn(C)c2Cl)CC(C)C)cn1
i	Cn1c(=O)n(CCOc2ccccc2)c(=O)c2cnc(-c3ccc(Cl)cc3)nc21
i	O=C(c1csc(S(=O)(=O)N2CCN(c3cccc(Cl)c3)CC2)c1)N1CCCC1
i	Cc1cc(NC(=O)CCCc2ccccc2)n(-c2ncnc3c2cnn3-c2ccc(Cl)cc2)n1
+	CCOc1ccc(CC(=O)Nc2cc(C)nn2-c2ncnc3c2cnn3-c2ccc(Cl)cc2)cc1
i	Cc1nn(C)c(Cl)c1S(=O)(=O)N1CC[C@@H]2CC[C@H](C1)N2C
i	Cc1cc(NC(=O)CNCc2noc(C3CCCO3)n2)ccc1Cl (stereo not given)
i	COc1ccc(Cl)cc1Nc1nc(SC)nc(-c2ccc(C)cc2)c1C#N
i	OCC1(Cc2ccccc2C(F)(F)F)CCN(c2ccc(Cl)cn2)CC1
